From PubChem BioAssay
KDM5B inhibitor: Primary screen for KDM5B Histone Demethylases FDH-coupled qHTS. KDM5B demethylase, FDH-coupled NADH fluorescence (FDH is formaldehyde dehydrogenase). Potency, µM (titrated, usually from 57.7 µM), inactives show at the top dose activity change, negative = inhibition, hits mostly inhibitors. Lysine-specific demethylase 5B (Homo sapiens), Q9UGL1. AID 1347165, 2019. 220,000 compounds, 2.6% hits; active = well fitted inhibition curve with a large enough effect; inconclusive = small, poorly fitted or top-dose-only effect; inactive = no such curve, though single readings can be large or run the other way; note: 0% is about no effect; nearly all actives have a fitted effect of over 70% in size
Target sequence (Q9UGL1 whole entry, looked up): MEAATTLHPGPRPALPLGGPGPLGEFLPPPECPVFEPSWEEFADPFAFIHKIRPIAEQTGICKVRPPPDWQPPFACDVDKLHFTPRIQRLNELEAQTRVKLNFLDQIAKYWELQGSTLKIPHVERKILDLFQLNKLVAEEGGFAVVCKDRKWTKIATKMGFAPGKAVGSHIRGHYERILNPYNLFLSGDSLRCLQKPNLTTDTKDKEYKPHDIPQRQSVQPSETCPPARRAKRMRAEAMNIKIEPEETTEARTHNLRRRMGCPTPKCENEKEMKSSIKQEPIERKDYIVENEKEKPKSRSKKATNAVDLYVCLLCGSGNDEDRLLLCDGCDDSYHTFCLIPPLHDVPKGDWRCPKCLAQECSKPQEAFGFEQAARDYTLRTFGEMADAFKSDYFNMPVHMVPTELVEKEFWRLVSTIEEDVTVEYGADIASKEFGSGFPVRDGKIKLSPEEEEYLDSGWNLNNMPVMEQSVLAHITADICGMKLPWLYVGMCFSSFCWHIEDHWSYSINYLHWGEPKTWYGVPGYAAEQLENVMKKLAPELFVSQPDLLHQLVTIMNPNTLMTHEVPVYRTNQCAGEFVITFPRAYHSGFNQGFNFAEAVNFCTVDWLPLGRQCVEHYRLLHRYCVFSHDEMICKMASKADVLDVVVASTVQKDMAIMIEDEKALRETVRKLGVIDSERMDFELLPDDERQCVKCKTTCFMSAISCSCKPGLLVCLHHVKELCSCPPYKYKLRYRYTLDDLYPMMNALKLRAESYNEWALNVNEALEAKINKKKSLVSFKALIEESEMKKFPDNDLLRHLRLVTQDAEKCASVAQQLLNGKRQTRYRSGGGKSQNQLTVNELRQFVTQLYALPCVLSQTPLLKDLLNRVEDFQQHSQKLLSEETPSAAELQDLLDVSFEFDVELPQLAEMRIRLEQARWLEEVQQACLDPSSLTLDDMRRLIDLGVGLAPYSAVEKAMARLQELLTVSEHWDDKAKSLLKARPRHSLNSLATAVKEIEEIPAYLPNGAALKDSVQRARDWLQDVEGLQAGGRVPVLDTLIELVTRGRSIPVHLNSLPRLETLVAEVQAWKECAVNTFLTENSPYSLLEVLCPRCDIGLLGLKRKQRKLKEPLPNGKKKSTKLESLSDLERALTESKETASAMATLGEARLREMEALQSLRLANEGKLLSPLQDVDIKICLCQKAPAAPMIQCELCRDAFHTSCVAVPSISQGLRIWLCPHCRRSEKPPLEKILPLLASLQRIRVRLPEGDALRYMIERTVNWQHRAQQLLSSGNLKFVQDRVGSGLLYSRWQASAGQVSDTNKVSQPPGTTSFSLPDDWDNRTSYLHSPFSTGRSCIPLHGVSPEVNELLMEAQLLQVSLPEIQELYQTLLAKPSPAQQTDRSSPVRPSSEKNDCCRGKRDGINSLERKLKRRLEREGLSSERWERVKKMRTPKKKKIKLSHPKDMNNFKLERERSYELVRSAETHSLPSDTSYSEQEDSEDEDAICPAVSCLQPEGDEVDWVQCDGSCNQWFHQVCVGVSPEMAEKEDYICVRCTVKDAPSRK
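Compound dilutions met 200 nM (final) KDM5BΔAP for 10 min at room temperature before substrate addition. The substrate mix held 12.5 µM H3K4me3 with cofactors 25 µM α-ketoglutarate and 50 µM Fe²⁺. NADH signal gain over 30 min defined activity.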
Numbers without * were called inactive; i = inactive; ? = inconclusive; & = joins results of further samples; [ ] = dose if it differs, or a comment. Potency is the fitted concentration of half-maximal effect. Not all compounds are listed; the hit share may differ from the screen's.

KDM5B inhibitor | canonical_smiles
1.8% | Cc1ccnc(SCc2nc3cc(NC(=O)c4cccc(Br)c4)ccc3n2C)n1
12.4% | Cc1ccc2onc(CNC(=O)Nc3ccccc3C#N)c2c1
? | COC(=O)C1=CN(Cc2ccc(F)cc2)C=C(C(=O)OC)C1c1ccccc1OCc1ccccc1
-14.8% | COCCCNC(=O)CSc1nc2c(sc3ccccc32)c(=O)n1CCc1ccc(OC)c(OC)c1
0.7% | Cc1ccccc1CSc1nc2ccccc2c(=O)n1C
-25.0%[86.2 µM] | Clc1ccc(-c2cnc([C@@H]3COCCN3CC3CC3)[nH]2)s1
-29.3%[86.2 µM] | CN1C(=O)[C@@H]2C[C@@H](CN2Cc2ccc(Cl)cc2)Oc2ccccc21
? | CC(C(=O)Nc1ccc(F)cc1Cl)N1CCN(c2ccc(O)cc2)CC1 (stereo not drawn)
-13.7% | O=C(Nc1cccc(C(F)(F)F)c1)O[C@@H]1CO[C@H]2[C@@H]1OC[C@@H]2NC(=O)c1ccccc1
-8.0% | O=C1Nc2ccccc2CC12CCCCN2Cc1ccc(C(F)(F)F)cc1 (stereo not drawn)
16.0% | Cc1c(F)cccc1NC(=O)N1CCCC(Cn2c(C)nc3cccnc32)C1 (stereo not drawn)
-3.4% | O=C(Cn1nc2c(cc1=O)CCCC2)NC1CCCCC1
? | CCCc1cc(=O)oc2c(C)c(OC(C)C(=O)NCc3ccccn3)ccc12 (stereo not drawn)
3.4% | CC(C)Oc1ccc(C(=O)O)cc1Br
-5.6% | CCN(CC)C(=O)Cn1cc(C(=O)C(=O)NCCCN2CCCCC2)c2ccccc21
-34.9% | O=C1CC(c2ccccc2)N(C(=O)C2CC2)CCCNCCN1 (stereo not drawn)
23.5% | N#Cc1nc(C2CC2)oc1N1CCN(Cc2nc(C3CC3)no2)CC1
21.7% | CCC(=O)Nc1ccc(S(=O)(=O)Nc2c(NC3CCCC3)c3ccccc3oc2=O)cc1
15.9% | CC(C)(C)c1ccc(C(CC(=O)O)NC(=O)Cc2ccccc2)cc1 (stereo not drawn)
-7.8%&-14.3% | Cc1cc(C(=O)OCC(=O)c2ccccc2)c2ccccc2n1
? | CN1c2cc(C(=O)NCc3ccc(Cl)cc3)ccc2C(=O)N2CCCCCC21 (stereo not drawn)
23.3% | O=C(CSc1ccc(Cl)cc1)NNC(=O)C1CCCc2ccccc21 (stereo not drawn)
0.8% | COc1ccc(OCC(=O)N(Cc2ccc(-c3ccc(F)cc3)o2)C2CCS(=O)(=O)C2)cc1 (stereo not drawn)
-2.1% | CCCc1nc2ccccc2c(C(=O)OCC(=O)NC(=O)NC)c1CC
-0.8% | Cc1ccc2c(c1)c(/C=C/c1cc[n+](C)cc1)c(C)n2C
10.4% | O=C(COC(=O)C1C2CC3OC(=O)C1C3C2)Nc1cccc(Cl)c1 (stereo not drawn)
-2.7% | CC(C)C(=O)N1CCCCCCNC(=O)[C@@H]2CCCC[C@@H]21
12.8% | Cc1ccc(NS(=O)(=O)c2c(C(=O)N3CCCCCC3)c(C)n(C)c2C)cc1F
i | CCc1nc2nccc(-c3cc4ccccc4o3)n2n1
-14.4% | O=C1/C(=C/c2ccccn2)SC(=S)N1c1ccc(O)cc1
10.7% | COc1ccc(/C=C/C(=O)O)cc1Br
-12.2% | Cc1ccc(Cl)cc1N1CCN(S(=O)(=O)c2ccc(-c3cnc(C4CC4)o3)cc2)CC1
? | Cc1[nH]c2ccc(C(=O)Nc3ccc(-c4nccs4)cc3)cc2c1C
-2.8% | CC(C(=O)N1CCc2ccccc2C1)N(C)Cc1c(F)cccc1Cl (stereo not drawn)
-15.8% | Cc1ccc(CNC(=O)N2CCCC(CN3CCC(C)CC3)CC2)cc1 (stereo not drawn)
-3.3% | CCOCCCNC(=O)C(c1ccc(OC)cc1)N(Cc1ccc2c(c1)OCO2)C(=O)c1ccc(NC(C)=O)cc1 (stereo not drawn)
9.9% | Fc1ccc(CN2CCC(Oc3ccccc3-c3nc(-c4cnccn4)no3)C2)cc1F (stereo not drawn)
? | O=c1c2c(-c3cccs3)csc2nc(CN2CCOCC2)n1CCOc1ccccc1F
24.2% | CC(=O)NCc1ccc(C(=O)OC/C=C/c2ccccc2)cc1
-14.7% | Cc1ccc(CNC(=O)c2noc(-c3ccc(C)cc3)n2)cc1
-28.4% | CCOC(=O)c1c(NC(=O)c2cc3nc(-c4ccccc4)cc(C(F)(F)F)n3n2)sc2c1CCC(C)C2 (stereo not drawn)
-29.6% | Cc1nc(N2CCC(NCCNc3ccncc3C)CC2)c2ccsc2n1
8.5% | CCCC(C)NC(=O)c1ccccc1-c1ncc(-c2ccc(F)cc2)o1 (stereo not drawn)
21.0% | Cc1cc(NC(=O)C2CCCN(S(=O)(=O)c3cccc4nonc34)C2)ccc1Br (stereo not drawn)
-13.5%[86.2 µM] | C[C@@H](NC(=O)NC(C)(C)C)c1onc(-c2ccccc2)c1C(=O)O
-7.6% | Cc1nn(C)cc1C(=O)N1C[C@@H](CO)[C@H](c2ccccn2)C1
27.1% | CSCC(=O)N1CCc2[nH]nc(-c3ccc4c(c3)OCO4)c2C1
20.9% | CC(C)c1ccc(/C=N/NC(=O)CCNC(=O)c2ccccc2)cc1
21.6% | COc1ccc(S(=O)(=O)N2C[C@@H](Oc3cccnc3)C[C@@H]2C(=O)N2CCOCC2)cc1
? | CC(=O)Nc1cc(-c2nc3ccccc3s2)ccc1C
48.8%[activator] | O=C(Nc1cnc(-c2ccc(Cl)cc2)nc1)c1ccc(F)c(F)c1
3.7% | Cc1oc(-c2ccccc2F)nc1CSCC(=O)NCCc1ccccc1
4.6% | COc1ccc(S(=O)(=O)c2cn(CC(=O)Nc3cc(C)ccc3C)c3ccccc3c2=O)cc1
24.0%&8.5% | COc1cccc(Cc2nc3ccccc3nc2SCC(=O)Nc2cc(OC)ccc2OC)c1
-10.5% | COc1ccc(NC(C)(C)c2nnnn2-c2c(C)cccc2C)cc1OC
14.7% | O=C(NCCCO)C(=O)NCC1OCCCN1S(=O)(=O)c1cccs1 (stereo not drawn)
6.5% | O=C(CN1CCN(c2nc(C(F)(F)F)nc3ccccc23)CC1)N1CCCCCC1
15.4% | CN(CCCn1cc(-c2cncnc2)nn1)c1ccccc1
-9.2% | COc1ccc(F)cc1S(=O)(=O)NCCc1c(C)[nH]c2c(Cl)cccc12
11.0% | CC(NC(=O)C1CCN(C(=O)N2CCOc3ccccc32)CC1)c1ccccc1 (stereo not drawn)

The list goes on.
KDM5B inhibitor | canonical_smiles
-20.8% | O=C(Cc1cccs1)N[C@H]1CCN2C(=O)N(c3ccc(Oc4ccccc4)cc3)C(=O)[C@@H]2C1
3.6% | CC1CCN(S(=O)(=O)c2nnc(NC(=O)c3cccc(F)c3)s2)CC1
6.6% | Cc1cccc(CN2CCn3c(nnc3[C@@H]3C[C@@H](O)CN3C)C2)c1
-2.2% | Cc1ccc(CN(CC(=O)N2CCc3ccccc3C2)S(=O)(=O)c2ccc(Cl)cc2)cc1
-17.3%[115 µM] | CC(=O)NC[C@H]1Cn2cc(-c3ccccc3)nc2CO1
? | Cc1oc(-c2ccc(C(F)(F)F)cc2)nc1CN(C)C(C)c1cccs1 (stereo not drawn)
12.4% | O=C(CN1CCN(Cc2cccs2)CC1)Nc1cccc2nsnc12
31.6µM* | CN(c1ccccc1)c1ccc2nnc(-c3cc(C(=O)NCc4ccncc4)ccn3)n2n1
-5.1%[149 µM] | CN(C)c1ccc(CN2CC(Oc3ccc(F)c(F)c3)C2)cc1
i | O=C(NC1CCCC1)c1cc(-c2ccco2)nc2ccccc12
30.1% | CN(Cc1cn(-c2ccccc2)nn1)Cc1cc(-c2ccncc2)no1
1.5% | CC(=O)c1cccc(NC(=O)COC(=O)Cc2cccc3ccccc23)c1

The closing 7 compounds of the part before lead into the next.
KDM5B inhibitor | canonical_smiles
? | Cc1oc(-c2ccc(C(F)(F)F)cc2)nc1CN(C)C(C)c1cccs1 (stereo not drawn)
12.4% | O=C(CN1CCN(Cc2cccs2)CC1)Nc1cccc2nsnc12
31.6µM* | CN(c1ccccc1)c1ccc2nnc(-c3cc(C(=O)NCc4ccncc4)ccn3)n2n1
-5.1%[149 µM] | CN(C)c1ccc(CN2CC(Oc3ccc(F)c(F)c3)C2)cc1
i | O=C(NC1CCCC1)c1cc(-c2ccco2)nc2ccccc12
30.1% | CN(Cc1cn(-c2ccccc2)nn1)Cc1cc(-c2ccncc2)no1
1.5% | CC(=O)c1cccc(NC(=O)COC(=O)Cc2cccc3ccccc23)c1
? | N#Cc1nc(-c2ccc(COc3ccc(Cl)cc3)o2)oc1N1CCC(C(N)=O)CC1
-9.8% | O=C(c1ccccc1F)N1CCC2(CC1)OCC(C(=O)N1CCCC1)N2C(=O)c1ccco1 (stereo not drawn)
? | Cc1oc(-c2nc(C#N)c(NCCN(C)C)o2)cc1S(=O)(=O)N(C)C
-2.9% | O=C(Nc1nc(-c2ccc(Cl)s2)cs1)C1CCN(C(=O)C2CC2)CC1
12.2% | CCCCn1nc(C(=O)N2CCC(C(=O)Nc3ccc4c(c3)OCO4)CC2)c2ccccc2c1=O
12.8% | COc1cccc(-n2cnc3cc(C(=O)NC4CCCC4)ccc3c2=O)c1
-29.8% | CCC(=O)N1CCCCCCNC(=O)[C@@H]2CCC[C@@H]21
? | CC1(CNc2ccccc2)COc2ccc(C(=O)NC3CCOCC3)cc2N1 (stereo not drawn)
14.8% | CNc1nc2c(c(=O)n(C)c(=O)n2C)n1CC(O)COc1ccc(C)cc1 (stereo not drawn)
12.0% | Cn1c(=O)c2c(nc(NCc3ccc4c(c3)OCO4)n2Cc2cccc(Br)c2)n(C)c1=O
-6.7% | CCOC(=O)c1c(S(=O)(=O)NCC(=O)N2CCOCC2)c(C)n(C)c1C
21.4% | COC1CN(C2CCN(C(=O)CC3CCCCC3)CC2)C12CCOCC2 (stereo not drawn)

Given as labelled records: entries from further up
CCC(=O)N1CCCCCCNC(=O)[C@@H]2CCC[C@@H]21
  KDM5B inhibitor: -29.8%

CN(CCCn1cc(-c2cncnc2)nn1)c1ccccc1
  KDM5B inhibitor: 15.4%

The results go on:
KDM5B inhibitor | canonical_smiles
16.1%[86.2 µM] | COCCNC(=O)C(C)[C@@H]1CC[C@@]2(C)CC[C@H](NC(=O)c3ccccc3)[C@@H](C)[C@@H]2[C@H]1O (stereo partly drawn)
? | O=C(Nc1cccc(Cl)c1)c1cc(N=Nc2ccc([N+](=O)[O-])cc2Cl)ccc1O
? | COc1ccc2nc(Nc3nc(C)cc(C)n3)nc(C)c2c1
? | COc1cccc(NC(=O)c2nnn(Cc3cccc(C(F)(F)F)c3)c2N)c1
-28.6% | Cc1oc(-c2ccc(C(C)C)cc2)nc1CSc1nc2c(=O)[nH]cnc2n1C
9.5% | Fc1ccc(CN2CCCN(c3nnnn3-c3ccccc3)CC2)cc1
13.7% | CCOc1ccccc1CNC(=O)C1=C(C)C(=O)OC12CCN(C(C)=O)CC2
8.8% | CCOC(=O)c1ccccc1NC(=O)Cn1c(-c2cnccn2)nc(C)c(C)c1=O
-4.0%[86.2 µM] | O=C(Nc1cccnc1)[C@@H]1C[C@@H](c2ccc(F)cc2)N([S+](=O)([O-])c2cccnc2)C1
8.0% | Cc1cccc2c(=O)c(-c3ccccc3)c(NC(=O)c3cccs3)oc12
? | COc1cc2c(=O)c(S(=O)(=O)c3ccc(C(C)C)cc3)cn(Cc3ccccc3C)c2cc1OC
-20.1% | Cc1[nH]nc2c1C(c1cccc(OCc3ccc(Cl)cc3)c1)C(C#N)=C(N)O2 (stereo not drawn)
-4.2%[149 µM] | CC(=O)N1Cc2ccccc2CC2(CCCN2C)C1 (stereo not drawn)
6.7%[86.2 µM] | O=C1OCC2(CCN([S+](=O)([O-])c3ccccc3)C2)N1CCN1CCOCC1 (stereo not drawn)
9.1% | O=C(Cc1c[nH]c2ccccc12)OCc1cccc(Cl)c1
-5.4% | Cc1ccccc1CN1CCN(c2nc3c(c(=O)[nH]c(=O)n3C)n2C/C=C/c2ccccc2)CC1
-0.7%[86.2 µM] | O=C(NCC1CC1)c1nc2c(o1)CCN(Cc1ccc3c(c1)CCO3)CC2
70.8µM* | O=[S+]1([O-])NC2(CCN(Cc3ccc(Cl)s3)CC2)COc2ccccc21
-8.4%[86.2 µM] | CN(C(=O)c1ccc(F)cc1)C1CCOc2ccccc21 (stereo not drawn)
4.1%[149 µM] | O=C(C1CCCCC1)N1CCC2(CC(c3cccnc3)=NO2)C1 (stereo not drawn)
28.2µM* | C#CCOc1ccccc1CN1CCN(c2ncc(F)cn2)CC1
-32.3%[86.2 µM] | O=C(NCc1ccccc1)c1nc2c(o1)CCN(CC1CCCC1)CC2
? | CCCn1ccc2c(OCC(=O)Nc3ccc(C(F)(F)F)cc3)cccc2c1=O
-12.6% | COC[C@@H]1CN(C(=O)Cc2ccc(Cl)cc2)C[C@H]1c1ccncc1
-13.4% | CCCCc1c(C)nc2ccccc2c1SCC(=O)O
-15.0% | COC(=O)c1c(NC(=O)/C(C#N)=C/c2ccc(OC)cc2)sc2c1C(C(=O)OC)CC2 (stereo not drawn)
-1.3% | COc1ccc(Cn2c(C3CCN(C(=O)c4cccs4)CC3)n[nH]c2=O)cc1
-9.7% | CCCCCCCn1c(Br)nc2c1c(=O)n(C)c(=O)n2C
-8.6% | CCOC(=O)c1c(NC(=O)c2cc(-c3ccccc3OC)on2)sc(C)c1C
? | Cc1ccc(-c2ccc(=O)n(CC(=O)Nc3ccc(C)cc3Cl)n2)cc1
? | CN1CC2(CCN(C(=O)Nc3ccc4c(c3)OCCO4)CC2)CC1C(=O)N1CCOCC1 (stereo not drawn)
4.5% | Cc1ccc(/C=C(/C#N)S(C)(=O)=O)c(C)c1
6.5% | CN(CCOc1ccc(F)cc1)C(=O)c1ccc2ccccc2n1
